# FAK inh = blocks human focal adhesion kinase activity; Q05397; biochemical FAK kinase activity assay; inhibition, %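 (tested at 7 µM)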; 0.84% of 97,000 active; AID 727; in the data active means inhibition above about 19%;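 further: 0% = DMSO and 100% = reference compound high control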
# HIV Rev-RRE inh = inhibitors of HIV-1 Rev-RRE RNA interaction. inhibition, % at 8 µM. Rev peptide-RRE RNA binding, FRET. P05866. 0.79% of 97,000 active. AID 704;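 active means inhibition above the screen-wide mean plus 3 SD, cut at about 35% in these data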;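 further: 0% = median DMSO wells and 100% = median Neomycin B control wells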
# Target sequence (P05866 whole entry, looked up): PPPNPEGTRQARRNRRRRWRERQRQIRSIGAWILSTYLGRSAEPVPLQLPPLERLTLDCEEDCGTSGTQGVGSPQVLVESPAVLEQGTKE
#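 Assay system: Labelled RRE RNA duplex and labelled Rev peptide | Times: 5 min preincubation and 15 min binding, 25 °C | Detection: FRET, ex 480 nm, em 540 and 671 nm | Evaluation: % inhibition of FRET ratio versus controls | Benchmarks: DMSO wells as 0% and neomycin B wells as 100% inhibition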
# EphB4 ephrin blk = EphB4-ephrin-B2 interaction antagonism; inhibition, % at 7 µM; EphB4 LBD / TNYL-RAW-Alexa532 peptide, fluorescence polarization; 0.15% of 97,000 active;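 active means inhibition above the screen-wide mean inhibition plus 3 SD, cut at about 15% in these data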;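 further: 0% = DMSO wells and 100% = excess unlabeled TNYL-RAW peptide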
# PLK1 PBD inh = inhibitors of human Plk1 polo box domain binding. P53350. Plk1 PBD phosphopeptide binding, fluorescence polarization. inhibition, %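 (tested at about 20 µM)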. 0.13% of 97,000 active. AID 693; in the data active means inhibition above about 34%, passing the limit was not always enough
# Target sequence (P53350 whole entry, looked up, the tested form may be a part): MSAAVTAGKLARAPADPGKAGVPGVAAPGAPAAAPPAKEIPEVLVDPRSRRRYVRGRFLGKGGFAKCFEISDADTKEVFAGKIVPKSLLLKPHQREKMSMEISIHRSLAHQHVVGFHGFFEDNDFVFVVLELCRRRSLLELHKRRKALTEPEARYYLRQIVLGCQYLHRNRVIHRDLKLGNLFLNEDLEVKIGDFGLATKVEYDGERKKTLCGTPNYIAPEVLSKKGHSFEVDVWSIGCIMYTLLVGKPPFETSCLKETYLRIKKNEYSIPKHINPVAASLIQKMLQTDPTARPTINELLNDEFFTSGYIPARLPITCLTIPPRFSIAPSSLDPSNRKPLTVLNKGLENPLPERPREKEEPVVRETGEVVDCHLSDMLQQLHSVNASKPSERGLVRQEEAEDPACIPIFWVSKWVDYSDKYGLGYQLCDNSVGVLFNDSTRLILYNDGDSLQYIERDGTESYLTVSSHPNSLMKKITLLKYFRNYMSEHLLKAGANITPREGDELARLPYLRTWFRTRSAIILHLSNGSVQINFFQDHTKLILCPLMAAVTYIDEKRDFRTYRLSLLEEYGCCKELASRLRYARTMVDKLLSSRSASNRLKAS
# S1P2 blocker = antagonists of human S1P2 receptor. O95136. cell-based S1P2 antagonist assay, inhibition at 5 uM. inhibition, % at 5 µM. 0.21% of 97,000 active; in the data active means inhibition above about 45%;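 further: CRE beta-lactamase reporter cells expressing human S1P2 stimulated with S1P; 0% = agonist at EC80 alone and 100% = agonist plus reference antagonist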
# Target sequence (O95136 whole entry, looked up): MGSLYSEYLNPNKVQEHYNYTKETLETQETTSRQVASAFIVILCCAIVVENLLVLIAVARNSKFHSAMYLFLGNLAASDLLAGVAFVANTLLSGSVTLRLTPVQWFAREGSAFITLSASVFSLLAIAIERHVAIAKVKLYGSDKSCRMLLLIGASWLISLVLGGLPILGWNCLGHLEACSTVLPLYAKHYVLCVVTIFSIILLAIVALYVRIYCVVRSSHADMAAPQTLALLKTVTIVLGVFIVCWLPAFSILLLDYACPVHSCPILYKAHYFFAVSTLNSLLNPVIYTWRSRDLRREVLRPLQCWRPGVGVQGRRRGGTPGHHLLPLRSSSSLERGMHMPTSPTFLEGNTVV
# MT1-MMP txn act = MT1-MMP promoter transcription activation | 0.16% of 86,000 active | HT1080 MT1-MMP promoter luciferase reporter, luminescence, overnight; stronger effect = higher value | AID 750 | activation factor at 10 µM;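 active means activation factor of at least 2 for MT1-MMP transcription at 10 µM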
# S1P2 ag = agonists of human S1P2 receptor; O95136; S1P2-expressing cell line, agonist reporter read-out; activation, % at 4.5 µM; 0.46% of 97,000 active; in the data active means activation above about 16%;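 further: 0% = vehicle low control and 100% = maximal reference agonist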
# PLK1 kinase inh = blocks human PLK1 kinase activity; AID 619; P53350; 0.53% of 97,000 active; inhibition, % at 10 µM; recombinant PLK1 kinase, TR-FRET peptide phosphorylation;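 active means inhibition of 50% or more in the single-concentration screen; inactive means inhibition below 50%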;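 further: 0% = DMSO max control and 100% = H-89 dihydrochloride min control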
# PLAP activator = activators of human placental alkaline phosphatase | activation fold at 20 µM | 1.2% of 96,000 active | purified PLAP enzyme, luminescent substrate read-out; stronger effect = higher value; in the data active means activation fold above about 2
# The depositor's hits bear a star; x = not tested or not shown; [ ] = remark or other dose.
no.	canonical_smiles	FAK inh	HIV Rev-RRE inh	EphB4 ephrin blk	PLK1 PBD inh	S1P2 blocker	MT1-MMP txn act	S1P2 ag	PLK1 kinase inh	PLAP activator
1	COCCN(CCOC)c1ncc(Cl)c(C(=O)c2c(C)cc3ccccn23)n1	2	8	4	13	14	1.3	-3	-15	1.4
2	CCOC(=O)N1CCN(CC(O)COC(CC)c2ccccc2)CC1 (stereo unspecified)	-4	2	7	8	12	1.2	-5	-1	1.2
3	COc1ccc(NC2=NCCC2)cc1	-2	1	-5	-18	-28	x	-3	-7	1.2
4	O=C(CCSCCc1ccccn1)Nc1ccc(Br)cn1	-1	4	11	30	9	1	-6	-1	0.7
5	C=CCOc1ccc(/C(O)=C2/C(=O)C(=O)N(CCCN3CCOCC3)C2c2ccc(OC)cc2)cc1 (stereo unspecified)	2	0	0	0	2	1.1	-8	-5	x
6	CCOc1ccccc1-n1c(SCC(N)=O)nnc1-c1ccccc1	5	7	-1	-24	20	1	-9	-7	1.3
7	COc1ccccc1C(=O)Nc1ccc(-c2nnc(SCC(=O)O)n2C)cc1	-1	4	2	14	27	1	-3	-12	1.3
8	COc1cc(/C=N/NC(N)=O)ccc1OC(=O)c1ccc(C)cc1	-1	9	5	-20	2	x	-6	-7	1
9	CCOC(=O)c1[nH]c2ccccc2c1NC(=O)CCN1CCN(C(=O)OCC)CC1	-2	2	4	-20	-5	1.2	-1	-12	1.2
10	COc1cc(/C=C2\OC(=O)c3c(OC)cccc32)ccc1O	1	2	4	-41	-38	x	0	-6	1
11	COC(=O)c1[nH]c2ccc(F)cc2c1NC(=O)CCN1CCN(Cc2ccc3c(c2)OCO3)CC1	0	9	-1	4	9	1.1	-1	-15	1.8
12	CCOc1ccc(NC(=O)CN(C)CC(=O)Nc2ccccc2C#N)cc1OCC	0	4	-3	-2	11	1.1	-12	-1	1.8
13	Cc1ccc(/C=C/C(=O)Nc2cc(C)on2)cc1	2	4	6	-8	3	1.3	-7	-6	1.1
14	CCN1CCCC1Cn1cnc2c([nH]c3cc(OC)ccc32)c1=O (stereo unspecified)	-2	3	0	-15	-18	1.1	-3	-7	0.9
15	O=C1Nc2ccccc2C12OC1CCCCC1O2 (stereo unspecified)	0	5	-2	3	-2	1.1	-6	-6	1.1
16	O=C1CCCCCN1Sc1ccccc1	-1	0	-12	-24	19	1.6	-6	1	0.8
17	CCOc1ccccc1C(=O)Nc1ccc2nc(N3CCN(c4ncccn4)CC3)cc(C)c2c1	11	-2	-1	-11	20	0.7	14	-4	x
18	CCOC(=O)C1CCN(CC(=O)Nc2c(C(=O)OC)[nH]c3ccccc23)CC1	-1	5	9	-16	3	1.2	-2	12	1.4
19	CCCCCCc1cc2cc(C(=O)NCc3ccccc3)c(=N)oc2cc1O	0	104*[fluorescence artefact?]	-7	-19	-12	1.1	5	-16	x
20	CS(=O)(=O)NCCCNc1ccc(Cl)cc1[N+](=O)[O-]	5	8	2	-18	1	x	-4	-13	0.6
21	Cc1cccc(Sc2c(C=O)c3ccccc3n2C)c1	3	20	-7	-51	21	x	-4	-21	0.6
22	Cc1nn(CCOc2ccccc2)c(=O)n1-c1cccc(F)c1	-3	5	2	-1	18	x	-3	-9	0.8
23	Cc1cccc2cc(C(c3nnnn3CC3CCCO3)N3CCCC4(CCCCC4)C3)c(=O)[nH]c12 (stereo unspecified)	-5	8	-1	0	-4	1	-3	-3	1.2
24	Cc1ccc(C2C(C=Nc3c(C)n(C)n(-c4ccccc4)c3=O)=C(c3ccccc3)Oc3ccccc32)cc1 (stereo unspecified)	-4	5	3	-1	-5	x	-7	-11	1.1
25	CCn1cc(C(=O)O)c(=O)c2cc(S(=O)(=O)N(C)C)ccc21	7	6	8	25	13	1.1	-3	16	x

no.	canonical_smiles	FAK inh	HIV Rev-RRE inh	EphB4 ephrin blk	PLK1 PBD inh	S1P2 blocker	MT1-MMP txn act	S1P2 ag	PLK1 kinase inh	PLAP activator
26	CCSC1=C(C#N)C(c2ccc(C)s2)CC(=O)N1 (stereo unspecified)	-1	5	-4	-11	17	1.1	-1	-5	1
27	COc1ccc(-n2cnc3sc(-c4ccccc4)cc3c2=O)cc1	-4	5	2	-4	11	x	-2	-14	1.1
28	NC(=S)NNc1cccc(Cl)c1	1	2	4	-14	-5	1.2	-5	5	1
29	Cc1ccc(OCc2ccc(C(=O)N3CCOCC3)cc2)cc1C	-1	7	4	8	-7	1.4	-3	-5	1.7
30	O=C(CCC1CCCC1)NCc1ccccn1	-10	3	-5	-8	-6	1	1	2	1.2
31	Cc1csc(SCCn2c(Br)nc3c2c(=O)[nH]c(=O)n3C)n1	-3	2	-1	-6	3	1.1	0	-8	x
32	Cn1c(OCc2ccco2)nc2c1c(=O)n(Cc1ccc(Cl)c(Cl)c1)c(=O)n2C	-1	5	1	17	-7	1.2	-5	-8	1.3
33	CN(C)C(=O)COC(=O)/C=C/c1ccccc1[N+](=O)[O-]	0	11	3	-20	-2	1.1	-5	-10	0.9
34	CCC(C)c1ccc(O)c(NC(=O)c2ncn[nH]2)c1 (stereo unspecified)	1	1	-3	7	-10	1.2	-4	-9	1.8
35	N#CC1=C(N)C(C#N)(C#N)C(c2cccnc2)C2CCCC=C12 (stereo unspecified)	-3	32	-2	17	21	1.3	-9	15	1.3
36	CCOC(=O)/C(C#N)=C/NC(=O)NC(C)(C)C	-1	4	3	-6	-5	1.2	-6	-3	0.9
37	CC1CCN(CC(=O)c2c[nH]c3ccccc23)CC1	0	5	-2	-5	13	x	-7	-2	0.8
38	CC1=CC(c2ccc(Cl)cc2)n2nc(NC(=O)c3ccccc3)nc2N1 (stereo unspecified)	-2	-4	1	-9	-23	1.4	-5	-23	2.3*
39	CCn1c(-c2nonc2NC(=O)c2ccccc2)nc2ccccc21	-6	7	-6	-23	-3	x	-4	7	0.9
40	CC(=O)Nc1cc(-c2nn(C)c(=O)c3ccccc23)ccc1N1CCOCC1	1	7	-4	-16	-40	1.3	2	-5	1.5
41	CC(=O)Nc1sc2c(c1C(c1ccc(F)cc1)N1CCOCC1)CCCC2 (stereo unspecified)	-2	5	1	-6	5	x	-5	-9	1.9
42	O=C1NC2(CCCCC2)C(=O)N1/N=C/c1ccc(O)cc1O	0	0	-7	-2	-14	x	0	-11	1.2
43	O=S(=O)(Cc1ccc(Cl)cc1)c1ccccc1-c1nnc(-c2ccc(Cl)cc2)o1	-2	1	2	-12	13	x	-7	-13	0.9
44	C=CCn1c(-c2csc3ccccc23)n[nH]c1=S	-3	7	2	-24	-1	x	-5	-9	1.7
45	COc1ccc(NS(=O)(=O)c2c(C)n(C)c(=O)n(C)c2=O)cc1OC	0	7	3	16	-16	x	0	-9	0.9
46	CCOC(=O)C1=C(c2ccccc2)N=c2s/c(=C\c3cccc(O)c3)c(=O)n2C1c1cccs1 (stereo unspecified)	10	9	-6	-4	7	x	-9	1	x
47	COc1ccc(-c2ccc(-c3nnn(CC(=O)N4CCOCC4)n3)cc2)cc1	1	5	3	-3	26	1.1	-4	-3	1
48	O=S(=O)(Cc1ccccc1)c1cnc2ccccc2n1	3	11	7	-18	-7	x	-4	2	0.8
49	Cc1c(NC(=O)CSc2nnnn2-c2ccc(O)cc2)c(=O)n(-c2ccccc2)n1C	-1	4	0	-10	13	1.2	-8	-7	1.1
50	N#CCSc1nnc(CNc2cccc(Cl)c2)o1	1	10	7	19	-19	1.1	-3	-5	0.9

no.	canonical_smiles	FAK inh	HIV Rev-RRE inh	EphB4 ephrin blk	PLK1 PBD inh	S1P2 blocker	MT1-MMP txn act	S1P2 ag	PLK1 kinase inh	PLAP activator
51	Cc1ccc(NC(=O)CCSCCC(=O)Nc2ccc(C)c(C)c2)cc1C	-8	-2	-6	-9	-2	1	-9	-16	1.2
52	COCCSc1ccccc1C(=O)Nc1nncs1	-6	7	0	-11	6	1.1	-4	-11	1
53	COC(=O)C(CCCCN1C(=O)C2C3C=CC(C3)C2C1=O)N1C(=O)C2C3C=CC(C3)C2C1=O (stereo unspecified)	-2	-4	0	6	-5	1.1	-5	-13	1.6
54	Cc1nn(Cc2ccccc2Cl)c(C)c1NC(=O)C1C2CCC(O2)C1C(=O)O (stereo unspecified)	0	2	-3	11	1	1.2	2	-13	1.4
55	Cn1c(=O)n(Cc2ccccc2)c(=O)c2c1nc(NCC1CCCO1)n2Cc1ccccc1 (stereo unspecified)	-2	6	7	0	3	1	-3	-7	1.1
56	CC(C)(C)c1ccc(S(=O)(=O)NCC(=O)Nc2ccc(-c3nc4ccccc4s3)cc2)cc1	-1	11	-3	13	-15	x	-2	-17	0.9
57	CC1CCCC(C)N1CC(O)COc1ccc(Cl)cc1 (stereo unspecified)	2	-1	-2	2	10	1.1	-4	-7	1.5
58	CC(C)Cc1nc2n[nH]c(N)c2c2c1CCC2	19*	-2	-5	-1	-21	1.1	-5	50*	1
59	Clc1ccc(OCCn2ccnc2)c(Br)c1	2	-1	-3	3	-8	1	-4	1	0.9
60	O=C(COc1nnc2ccccn12)N1CCN(S(=O)(=O)c2ccccc2)CC1	-3	6	-2	-6	-6	1	-3	-5	x
61	COc1ccc(CCNC(=O)CSc2nc3c(c(=O)n(C)c(=O)n3C)n2C(C)C)cc1OC	-1	1	-8	-16	-2	1.1	-5	5	1.4
62	O=C(Nc1ccccc1)NC1CCCCC1	0	2	-4	-9	-2	1.5	-6	-7	0.8
63	COc1ccccc1N(CC(=O)NCCc1ccccc1)S(C)(=O)=O	2	5	3	3	3	1	-3	-7	0.9
64	COC(=O)NC(=S)Nc1ccc(Oc2ccc(Cl)cc2Cl)c(Cl)c1	-1	-2	4	-27	14	1.5	0	-1	x
65	COC(=O)Sc1nnc(-c2ccc(Br)cc2)o1	-5	5	1	2	-10	1.1	-5	-3	1.2
66	CCC(Sc1nc(=O)cc(N)n1-c1cccc(C)c1)C(=O)Nc1cc(C)on1 (stereo unspecified)	-1	7	6	4	-5	1.2	-3	-6	1
67	C=CCc1ccc(OCC(O)CO)c(OC)c1 (stereo unspecified)	-2	4	-1	-11	7	1.3	-3	6	1.1
68	CC1CCCCC12NC(=O)N(CC(=O)NCCc1ccccn1)C2=O (stereo unspecified)	-4	8	7	1	8	1.1	-5	4	1
69	CC(C)c1noc2ncc(C(=O)c3cc(Cl)cc(Cl)c3O)cc12	-5	17	8	6	-28	x	-1	2	1.2
70	Cc1ccc(C)c(NC(=S)NNC(=O)c2ccc(Br)o2)c1	-1	4	4	-35	3	x	-4	-10	2.3*
71	CCN(CC)C(=O)C(Cc1ccccc1)N1C(=O)c2ccccc2C1=O (stereo unspecified)	-1	5	4	0	-7	x	-1	-7	x
72	COc1cccc(OC)c1Oc1ccc(C(F)(F)F)cn1	0	9	0	-16	3	1	1	0	1
73	CCSc1nnc(NC(=O)CSc2c(Cl)cccc2Cl)s1	3	6	-7	-2	-17	1.1	-5	-6	1
74	CCOC(=O)c1c(C)c(C(=O)NCCCN2CCCC2=O)c(C)n1CC	3	5	4	6	19	1	-4	-6	1
75	CN(c1cccc(NC(=O)CSc2ccc(Cl)cc2)c1)S(C)(=O)=O	1	0	-5	7	-21	1.1	-3	-36	0.9
76	Cc1ccc(CSc2nnc(-c3ccccc3N)c(=O)[nH]2)cc1	-2	1	-3	-9	-15	1.1	-6	2	1.3
77	COc1ccc(OC)c(-n2c(SCC(N)=O)nnc2-c2c[nH]c3ccccc23)c1	4	6	0	20	6	1	-4	70*	1.4

# Four of the entries above in order of the S1P2 blocker value, highest first:
no.	Structure	FAK inh	HIV Rev-RRE inh	EphB4 ephrin blk	PLK1 PBD inh	S1P2 blocker	MT1-MMP txn act	S1P2 ag	PLK1 kinase inh	PLAP activator
67	C=CCc1ccc(OCC(O)CO)c(OC)c1 (stereo unspecified)	-2	4	-1	-11	7	1.3	-3	6	1.1
51	Cc1ccc(NC(=O)CCSCCC(=O)Nc2ccc(C)c(C)c2)cc1C	-8	-2	-6	-9	-2	1	-9	-16	1.2
73	CCSc1nnc(NC(=O)CSc2c(Cl)cccc2Cl)s1	3	6	-7	-2	-17	1.1	-5	-6	1
69	CC(C)c1noc2ncc(C(=O)c3cc(Cl)cc(Cl)c3O)cc12	-5	17	8	6	-28	x	-1	2	1.2
